High-throughput results deposited in PubChem by Sanford-Burnham Center for Chemical Genomics.
ATG4B inh – inhibitors of human ATG4B cysteine protease | Q9Y4P1 | ATG4B cleavage of LC3-PLA2, NBD-HPC fluorescence, 1 h | inhibition, % at 8.33 µM | 340,000 compounds, 0.51% hits | AID 504462; in the data active = inhibition above about 40%
Target sequence (Q9Y4P1 whole entry, looked up): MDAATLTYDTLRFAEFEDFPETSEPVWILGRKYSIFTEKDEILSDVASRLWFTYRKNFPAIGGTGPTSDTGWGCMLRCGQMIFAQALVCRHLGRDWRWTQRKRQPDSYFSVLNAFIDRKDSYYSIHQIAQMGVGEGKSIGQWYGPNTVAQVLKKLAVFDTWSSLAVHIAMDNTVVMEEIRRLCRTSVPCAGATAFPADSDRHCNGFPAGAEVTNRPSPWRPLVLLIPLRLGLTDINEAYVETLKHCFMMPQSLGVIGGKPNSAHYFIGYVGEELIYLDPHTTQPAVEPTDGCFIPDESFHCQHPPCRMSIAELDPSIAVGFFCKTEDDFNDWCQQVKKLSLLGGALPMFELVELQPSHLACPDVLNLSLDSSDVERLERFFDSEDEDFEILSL
tim10-1 inh – tim10-1 yeast growth inhibition. AID 463190. S. cerevisiae tim10-1 ts strain growth, BacTiter-Glo, 24 h. 330,000 compounds, 2.2% hits. inhibition, % at 20 µM;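 active = inhibition of at least 40%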;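 note: mutant grown at 25 °C; 0% = DMSO wells with yeast and 100% = wells holding no yeast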
TIM10 inh – inhibits growth of TIM10 yeast strain; S. cerevisiae TIM10 strain growth, BacTiter-Glo luminescence, 24 h; inhibition, % at 10 µM; 330,000 compounds, 1.4% hits; AID 463195;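 active = inhibition of 40% or more at the single tested concentration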;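 note: wild-type TIM10 isogenic control strain grown at permissive 25 °C; 0% = DMSO yeast wells and 100% = minimal medium wells without yeast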
hIAP act – human IAP activation. 330,000 compounds, 0.16% hits. activation factor at 10 µM. purified human IAP, CDP-Star luminescence, 30 min; active compounds read high; 1 = vehicle-only enzyme, 0 = enzyme-free background. P09923;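 active = activation factor of the enzyme at least 2-fold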; note: the source names both 10 and 20 µM as test concentration; values of inactives mirror those of a sister screen read the other way
Target sequence (P09923 whole entry, looked up): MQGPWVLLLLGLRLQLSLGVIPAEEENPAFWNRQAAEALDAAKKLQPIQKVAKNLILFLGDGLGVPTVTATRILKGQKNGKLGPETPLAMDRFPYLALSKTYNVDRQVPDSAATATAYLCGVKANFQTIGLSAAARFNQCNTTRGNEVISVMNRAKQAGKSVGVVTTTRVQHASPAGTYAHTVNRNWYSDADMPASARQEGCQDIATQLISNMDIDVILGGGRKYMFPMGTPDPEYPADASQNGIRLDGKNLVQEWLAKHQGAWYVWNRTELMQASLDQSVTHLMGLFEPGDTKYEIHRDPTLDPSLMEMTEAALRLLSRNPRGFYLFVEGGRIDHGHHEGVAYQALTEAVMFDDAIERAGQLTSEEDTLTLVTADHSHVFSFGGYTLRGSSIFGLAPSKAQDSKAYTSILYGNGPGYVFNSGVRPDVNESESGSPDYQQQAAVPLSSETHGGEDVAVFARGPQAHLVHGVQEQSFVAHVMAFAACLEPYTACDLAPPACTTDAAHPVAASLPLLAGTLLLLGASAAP
mIAP activ – mouse IAP activation. muIAP, CDP-Star luminescence, 30 min; active compounds read high; 1 = vehicle-only enzyme signal, 0 = enzyme-free wells. activation factor at 10 µM. 330,000 compounds, 0.24% hits. AID 2805;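 active = activation factor of at least 2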; note: the source names both 10 and 20 µM as test concentration; values of inactives mirror those of a sister screen read the other way
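also added = chemiluminescent substrate CDP-Star | test system = mouse IAP enzyme | signal = chemiluminescence readout | compound = DMSO-dissolved test compounds | incubation = 30 min at room temperature | benchmarks = DMSO wells, no-enzyme wells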
hIAP inh – blocks human intestinal alkaline phosphatase | AID 2544 | purified IAP, CDP-Star luminescence, 30 min | P09923 | 330,000 compounds, 0.12% hits | inhibition, % at 10 µM;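 active = inhibition reaching a set limit with compound at 10 µM in the primary screen, cut at about 35% in these data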;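 note: plate controls were DMSO wells with enzyme for no effect and no-enzyme buffer wells for full effect; values of inactives mirror those of a sister screen read the other way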
NLRP3 yeast inh – NALP3 inhibition in yeast; Yeast reconstituted NLRP3/ASC/caspase-1, beta-gal luminescence, 24 h; inhibition, % at 10 µM; 330,000 compounds, 0.39% hits; AID 2825;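 active = inhibition of 50% or more; inactive = inhibition below 50%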;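 note: plate controls were induced DMSO wells for no effect and uninduced yeast grown without galactose for full effect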
Apaf1 inhib – human Apaf-1 inhibition | reconstituted apoptosome caspase-3 activity, DEVD-Rh110 fluorescence | AID 489030 | O14727 | inhibition, % at 20 µM | 330,000 compounds, 0.71% hits; active = inhibition of at least 40% at 20 µM;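 note: plate controls were DMSO wells for no effect and DEVD-CHO caspase inhibitor wells for full effect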
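Material: reconstituted apoptosome with Apaf-1, cytochrome c, caspase-9, procaspase-3, dATP / Buffer or medium: pH 7.5 Hepes buffer with CHAPS, BSA, DTT / Also added: cytochrome c with DEVD-Rh110 / Schedule: compound with Apaf-1, dATP, procaspase-3 30 min, then 50 min reaction, room temperature / Technique: rhodamine 110 fluorescence at Ex 480/Em 540 nm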
mIAP block – mouse IAP inhibition; purified mouse IAP, CDP-Star luminescence, 30 min; 330,000 compounds, 0.2% hits; inhibition, % at 10 µM;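 active = inhibition of at least 40% at 10 µM in the primary screen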;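 note: plate controls were DMSO with enzyme for no effect and no enzyme wells for full effect; values of inactives mirror those of a sister screen read the other way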
* hit, by the source's call; x = no result given.

SMILES | ATG4B inh | tim10-1 inh | TIM10 inh | hIAP act | mIAP activ | hIAP inh | NLRP3 yeast inh | Apaf1 inhib | mIAP block
CN(C(=O)COC(=O)c1ccc2c(c1)OCO2)c1c(N)n(Cc2ccccc2)c(=O)[nH]c1=O | 1 | 2 | -1 | 1.2 | 1.1 | -16 | 4 | 5 | -9
COc1ccc(C(C)(C)C)cc1NS(=O)(=O)c1cccc2cccnc12 | -1 | 39 | 23 | 1 | 0.83 | 0 | -9 | 16 | 17
CCOc1ccc(-c2cn(S(=O)(=O)c3cccc4nsnc34)nc2N)cc1 | -7 | 27 | -16 | 1.1 | 0.92 | -7 | 12 | 4 | 8
Nc1nc(C(c2ccccc2)c2ccccc2)cs1 | 4 | 23 | 33 | 1 | 1 | 0 | -15 | 12 | 0
COc1ccc(C2NC(=O)CCC2[N+](=O)[O-])cc1OC (centres undefined) | 9 | -10 | -7 | 0.81 | 1 | 20 | 18 | -11 | -2
Oc1c(Br)cc2oc3c(c2c1CNCc1ccccc1)CCCC3 | 19 | 34 | 25 | 1.1 | 0.98 | -11 | 22 | 19 | 2
CCN1C(=O)CC(N2CCOCC2)C1=O (centres undefined) | -4 | 7 | -10 | 1 | 1 | -5 | -14 | 7 | -4
NNC(=O)c1ccc(COc2ccc([N+](=O)[O-])cc2)o1 | -12 | -8 | -9 | 0.98 | 1.1 | 2 | 16 | -4 | -5
CN(CC(=O)Nc1cccc(F)c1)C(=O)c1ccc(C(=O)c2ccccc2)cc1 | -7 | 21 | 3 | 0.94 | 0.96 | 6 | -8 | 20 | 4
CC(=O)OC(C#CCN1CCOCC1)c1ccccc1 (centres undefined) | -8 | 0 | -14 | 1.1 | 1 | -6 | 15 | 2 | 0
CCN(CC1CCCN(CCc2cccc(F)c2)C1)C(=O)c1ccc(CSC)o1 (centres undefined) | 0 | 7 | 10 | 0.92 | 1 | 8 | 31 | 8 | 0
Cc1c(CN2CCc3c([nH]c4ccccc34)C2CC(C)C)cnn1C (centres undefined) | -3 | -9 | -18 | 1 | 1 | -1 | -4 | 7 | -1
CCN(CC)C(=O)CC(c1cc(OC)c(OC)c(OC)c1)c1c(OC)cc(OC)c2c(-c3ccccc3)cc(=O)oc12 (centres undefined) | -9 | 9 | 7 | 0.97 | 0.88 | 3 | 13 | 26 | 12
O=C(OCC1O[C@@H](OC(=O)c2cc(O)c(O)c(O)c2)[C@@H](OC(=O)c2cc(O)c(O)c(O)c2)[C@@H](OC(=O)c2cc(O)c(O)c(O)c2)[C@@H]1OC(=O)c1cc(O)c(O)c(O)c1)c1cc(O)c(O)c(O)c1 (some centres undefined) | x | 2 | -18 | 4* | 0.83 | -298 | 49 | 15 | 17
C/C(=N\NC(=O)CNC(=O)c1ccc2c(c1)OCO2)c1ccco1 | -5 | -9 | 10 | 1.1 | 0.99 | -8 | -4 | 1 | 0
Cc1cc(N2C(=O)C3CCC(c4ccccc4)CC3C2=O)no1 (centres undefined) | 1 | 12 | -6 | 0.97 | 0.94 | 3 | 10 | -2 | 6
CN1CCN(C(=O)C(Cc2ccccc2)NS(=O)(=O)c2ccc3c(c2)CCC(=O)N3)CC1 (centres undefined) | -2 | -33 | -1 | 1 | 0.98 | -4 | 9 | 2 | 2
Cc1cc(NC(=O)CN2C(=O)NC(C)(CCc3ccccc3)C2=O)no1 (centres undefined) | -6 | 13 | 5 | 0.96 | 1.1 | 4 | -3 | -7 | -5
C#CCOCCOCCOCCNc1nc(N2CCN(C(=O)[C@H]([C@@H](C)O)n3cc(CCCCN)nn3)CC2)nc(N2CCN(C(=O)[C@H](CCCCN)n3cc(CCCC)nn3)CC2)n1 | -5 | 5 | 10 | 0.83 | 1.1 | 17 | 13 | 11 | -12
O=C(O)c1ccc(S(=O)(=O)NCC2CCCCC2)cc1 | 0 | -11 | 6 | 1 | 0.96 | -4 | 8 | -4 | 4
CCN(CC)S(=O)(=O)c1ccc(N2CCOCC2)c(C(=O)O)c1 | 5 | 11 | 8 | 0.93 | 1 | 8 | 14 | -6 | -1
CC1C=CC(C)C(C(=O)O)C1C(=O)O (centres undefined) | 2 | 1 | -5 | 1.1 | 0.99 | -6 | 5 | -12 | 1
Cc1nc2ccccc2c(=O)n1NC(=O)c1ccc(Cl)c(Cl)c1 | 2 | 23 | 19 | 0.96 | 0.96 | 4 | -12 | -4 | 4
CN1C(=O)CC(C(=O)O)SC1=Nc1cc(Cl)c(O)c(Cl)c1 (centres undefined) | -5 | 10 | 8 | 0.98 | 1 | 2 | 0 | -1 | -4
COc1ccc(CNC(=O)COC(=O)c2cc(S(=O)(=O)N3CCOCC3)ccc2O)cc1OC | -4 | -4 | -10 | 0.98 | 0.99 | 2 | 7 | -10 | 1
O=S(=O)(NCCc1csc(-c2ccc(C(F)(F)F)cc2)n1)c1ccc2c(c1)OCCO2 | -14 | 39 | 30 | 0.87 | 0.85 | 13 | 11 | 10 | 14
CC(C)(C)c1ccc(OCCNCc2ccccc2)cc1 | 4 | -1 | -1 | 0.98 | 0.85 | 2 | 50 | 3 | 15
C=CCN1CC(O)=C(c2nc3ccccc3[nH]2)C1=N | 2 | 3 | 3 | 1.7 | 0.95 | -70 | 13 | -10 | 5
CCCc1cc(C(N)=O)c(NC(=O)c2cc(C)on2)s1 | -4 | 64* | 58* | 1.1 | 1 | -7 | -9 | -3 | 0
O=C(Nc1ccc(F)c(S(=O)(=O)N2CCOCC2)c1)C1CCCCC1 | 3 | 11 | 7 | 1 | 1 | -5 | 6 | -10 | 0
COc1ccc(/C=C/C(=O)NCC(c2ccc(F)cc2)N2CCOCC2)cc1OC (centres undefined) | 2 | 11 | 6 | 1 | 1 | -5 | -7 | 0 | -1
O=C(N/N=C/c1ccco1)C(O)C(O)C(=O)N/N=C/c1ccco1 (centres undefined) | 2 | -23 | 5 | 1 | 0.92 | 0 | 12 | -5 | 8
Nc1n[nH]c(N)c1N=Nc1ccc(Cl)cc1Cl | -14 | 39 | 35 | 0.95 | 0.86 | 5 | 2 | 16 | 14
Cc1ccccc1Nc1nnc(C)c(=O)[nH]1 | -3 | 11 | 5 | 0.82 | 0.93 | 18 | 2 | 0 | 7
NC(=O)c1cc(S(=O)(=O)N2CC=C(c3ccccc3)CC2)cs1 | 0 | -4 | 0 | 0.92 | 0.98 | 8 | 14 | 2 | 2
CCN1CCN(C(c2cc3cc4c(cc3[nH]c2=O)OCO4)c2nnnn2C(C)(C)CC)CC1 (centres undefined) | 2 | 5 | 1 | 0.97 | 1 | 3 | 13 | -6 | -2
CCCC(=O)Nc1ccc(NC(=S)NC(=O)c2cccs2)cc1 | -6 | -22 | 10 | 1.2 | 0.88 | -16 | 6 | -11 | 12
COC(=O)[C@]1(Cc2ccccc2)N[C@H](CN(C)C(=O)Nc2ccc(Cl)cc2)[C@@H]2C(=O)N(Cc3ccccc3)C(=O)[C@@H]21 | 6 | 8 | 4 | 0.93 | 1.2 | 7 | -1 | 13 | -24
COc1ccc(CCNC(=O)CCC(=O)N2CCOc3ccc(Cl)cc32)cc1OC | -9 | -4 | -8 | 0.93 | 1.1 | 7 | 15 | 4 | -6
COc1ccc(C(=O)CSc2nnc(-c3cccnc3)n2Cc2ccco2)cc1 | -1 | 20 | 21 | 1 | 0.99 | -4 | -2 | -50 | 0
Cc1ccc(-n2c(Cn3nc(C(F)(F)F)cc3C)n[nH]c2=S)cc1 | -3 | 21 | -2 | 0.91 | 1 | 9 | 10 | -5 | -1
CCOc1ccccc1CNC(=O)Cn1ccc2cc(S(=O)(=O)N3CCCCCC3)ccc21 | -2 | 27 | 26 | 1.3 | 1.3 | -26 | 1 | 4 | -28
O=C(Nc1ccc2c(c1)OCCO2)c1ccc(Br)o1 | -6 | -6 | 33 | 0.94 | 1.1 | 6 | 36 | 7 | -13
Cc1cccc(CCNC(=O)c2cc(S(=O)(=O)N3CCCC3)cn2C)c1 | -2 | -19 | -1 | 0.94 | 1.2 | 6 | 8 | 2 | -18
Cc1ccc(-c2csc(NC(=O)CSc3nc4ccccc4c(=O)n3CCCN(C)C)n2)cc1 | -11 | 1 | 29 | 0.89 | 0.9 | 11 | 0 | 38 | 10
COc1ccc(CCN=C(N)NS(=O)(=O)c2ccc(C)c(C)c2)cc1OC | -8 | -4 | 2 | 1.1 | 1 | -14 | 1 | 10 | 0
CC1=Nc2cc(C(=O)NCCCN3CCOCC3)ccc2Sc2c(C)ccc(C)c21 | -1 | 3 | 13 | 0.92 | 0.91 | 8 | 20 | 13 | 9
O=C1c2ccccc2-c2c1cccc2C(=O)N1CCCCCC1 | -5 | 31 | 31 | 0.87 | 0.95 | 13 | 3 | 3 | 5
COc1cc(OC)cc(C(=O)Nn2cc(C(=O)Nc3ccccc3F)c3ccccc3c2=O)c1 | -8 | 0 | 10 | 0.95 | 0.97 | 5 | 2 | 2 | 3
C[C@]12CCC(O)CC1CCC1C2CC[C@]2(C)C(c3cc(C(F)(F)F)n[nH]3)CCC12 (some centres undefined) | 7 | 34 | 22 | 1 | 1.1 | -4 | 27 | 25 | -13
Cc1ccc(CC(=O)N(Cc2ccccc2)c2ccccn2)cc1 | -5 | 22 | 1 | 0.98 | 0.89 | 2 | 10 | -2 | 11
O=C(COC(=O)C1C2CC3OC(=O)C1C3C2)Nc1ccc(F)cc1 (centres undefined) | 11 | -2 | -10 | 1.1 | 1 | -6 | 11 | 3 | -1
Nc1cc(C(=O)OCC(=O)Nc2ccc(N3CCOCC3)cc2)ccc1Cl | 11 | 6 | 4 | 0.97 | 0.99 | 3 | 18 | -2 | 1
Cc1ccc(NC(=S)NNC(=O)Nc2ccccc2)cc1 | -8 | -2 | -4 | 1.6 | 0.95 | -55 | 24 | -2 | 5
Cc1ccc(C2=NN(CC(=O)NCCC(C)C)C(=O)CC2)cc1 | -6 | 8 | 9 | 0.94 | 1 | 6 | -6 | 4 | -2
Cc1ccc(/C=C/S(=O)(=O)NCC(=O)OCC(=O)NCc2ccccc2)cc1 | -7 | -1 | -1 | 1 | 0.96 | -4 | 17 | 8 | 4
N#Cc1c(Cc2cccc3ccccc23)nn(CCO)c1N | -14 | 6 | -10 | 0.77 | 0.96 | 23 | 26 | -4 | 4
CCOC(=O)c1nn(-c2ccccc2C)c2nc(-c3ccc(C)cc3)c(C#N)c(=O)n12 | 1 | -3 | 6 | 0.82 | 0.93 | 18 | 10 | 13 | 7
O=C1CCN(Cc2ccccc2)C=C1c1ccc(C(F)(F)F)cc1 | 1 | 21 | 11 | 1 | 1.1 | -1 | 11 | 10 | -5

Grouped by structure: those above with a nitro group on carbon
SMILES | ATG4B inh | tim10-1 inh | TIM10 inh | hIAP act | mIAP activ | hIAP inh | NLRP3 yeast inh | Apaf1 inhib | mIAP block
COc1ccc(C2NC(=O)CCC2[N+](=O)[O-])cc1OC (centres undefined) | 9 | -10 | -7 | 0.81 | 1 | 20 | 18 | -11 | -2
NNC(=O)c1ccc(COc2ccc([N+](=O)[O-])cc2)o1 | -12 | -8 | -9 | 0.98 | 1.1 | 2 | 16 | -4 | -5

The order is random; about 4.5% have a hit in one of these screens.
